Source: PubChem BioAssay
RBX1-CUL1 inh = inhibitors of human ROC1-CUL1 ubiquitin ligase activity; 140,000 compounds, 0.6% hits; AID 1347404; inhibition, % at 10 µM; in vitro K48 di-Ub FRET, acceptor:donor ratio, 45 min; in the data active means inhibition above about 25%
Target sequence (P62877 whole entry, looked up): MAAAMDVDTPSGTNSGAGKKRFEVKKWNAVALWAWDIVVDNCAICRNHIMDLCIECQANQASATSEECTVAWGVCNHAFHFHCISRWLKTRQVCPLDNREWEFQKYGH
Target sequence (Q13616 whole entry, looked up): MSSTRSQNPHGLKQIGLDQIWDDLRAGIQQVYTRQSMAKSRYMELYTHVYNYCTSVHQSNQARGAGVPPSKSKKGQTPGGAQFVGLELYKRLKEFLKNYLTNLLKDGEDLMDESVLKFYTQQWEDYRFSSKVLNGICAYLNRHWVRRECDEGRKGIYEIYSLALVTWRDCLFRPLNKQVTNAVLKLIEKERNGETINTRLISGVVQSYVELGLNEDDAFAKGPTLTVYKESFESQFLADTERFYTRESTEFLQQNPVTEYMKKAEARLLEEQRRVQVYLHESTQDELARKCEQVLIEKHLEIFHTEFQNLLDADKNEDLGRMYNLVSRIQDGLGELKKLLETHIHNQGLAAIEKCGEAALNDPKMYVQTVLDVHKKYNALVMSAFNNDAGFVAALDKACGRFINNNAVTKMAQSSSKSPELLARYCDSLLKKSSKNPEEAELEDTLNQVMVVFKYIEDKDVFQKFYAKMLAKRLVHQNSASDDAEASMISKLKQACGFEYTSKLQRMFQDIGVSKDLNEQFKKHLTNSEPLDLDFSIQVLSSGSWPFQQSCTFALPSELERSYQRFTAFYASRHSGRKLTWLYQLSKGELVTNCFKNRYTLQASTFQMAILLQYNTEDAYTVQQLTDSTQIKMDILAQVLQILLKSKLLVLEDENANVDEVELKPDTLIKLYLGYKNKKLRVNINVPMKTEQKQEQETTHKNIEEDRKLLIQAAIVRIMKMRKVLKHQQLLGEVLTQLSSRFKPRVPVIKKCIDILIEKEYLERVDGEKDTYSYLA
Active calls of the source: *.

The first four records, to show the layout:
| mol | RBX1-CUL1 inh |
| --- | --- |
| Cc1c(C(=O)N2CCCCCC2)c(S(=O)(=O)Nc2ccc(OC(F)(F)F)cc2)c(C)n1C | -4.6 |
| COC(=O)c1ccccc1NC(=O)c1ccc2c(c1)CCN2S(C)(=O)=O | -4.7 |
| O=C1CC(/C=C/c2ccccc2)Cc2c1cnn2-c1nc2ccccc2[nH]1 (stereo unspecified) | -5.1 |
| Cc1ccccc1Oc1ccc(S(=O)(=O)NCc2ccccn2)cc1 | -2.2 |

Results, previewed entries included:
| mol | RBX1-CUL1 inh |
| --- | --- |
| Cc1c(C(=O)N2CCCCCC2)c(S(=O)(=O)Nc2ccc(OC(F)(F)F)cc2)c(C)n1C | -4.6 |
| COC(=O)c1ccccc1NC(=O)c1ccc2c(c1)CCN2S(C)(=O)=O | -4.7 |
| O=C1CC(/C=C/c2ccccc2)Cc2c1cnn2-c1nc2ccccc2[nH]1 (stereo unspecified) | -5.1 |
| Cc1ccccc1Oc1ccc(S(=O)(=O)NCc2ccccn2)cc1 | -2.2 |
| Cc1cn2c(nc3c2c(=O)n(Cc2cccc(Cl)c2)c(=O)n3C)o1 | -3.6 |
| N#CCSc1ncccn1 | 10.6 |
| CC(=O)c1nnn(-c2ccc(C)cc2Cl)c1C | -6.3 |
| FC(F)(F)c1ccc2nc(-c3ccc(I)cc3)cn2c1 | -7.5 |
| O=C(Nc1cccc(S(=O)(=O)N2CCOCC2)c1)C12CC3CC(C1)CC(n1cncn1)(C3)C2 | 3.7 |
| COC(=O)C12C3C4CC(C5C4C51N)C32 (stereo unspecified) | 3.9 |
| O=C(O)C1Cc2c([nH]c3ccccc23)C(c2cc([N+](=O)[O-])ccc2O)N1 (stereo unspecified) | 1.8 |
| Cc1ccc(NC(=O)CCC(=O)NNC(=O)c2ccc(C(C)(C)C)cc2)cc1C | 0.1 |
| O=c1c2c3c(sc2nc(SCc2ccccc2)n1C1CCCCC1)CCCCC3 | 3.4 |
| CCOc1ccc(C(=O)Nc2ccccc2F)cc1 | -2.1 |
| Clc1ccc(CSc2cnnc(Cl)c2SCc2ccc(Cl)cc2)cc1 | 6.4 |
| Cc1ccc(C(=O)c2oc3ccccc3c2NC(=O)c2cc(-c3ccc(Cl)cc3)on2)cc1 | -10.7 |
| CCOn1c(=O)c(=O)n(OC)c2ccccc21 | 0.6 |
| CC(O)c1ccc(-c2ccc(CNCC3CCNCC3)o2)cc1 (stereo unspecified) | 0.1 |
| CCN(CC)CC(O)COc1ccc(CN2CCSCC2)cc1OC (stereo unspecified) | -3.5 |
| COc1cc(CNCC(C)C)cc(Br)c1OCC(=O)Nc1ccccc1 | -9.4 |
| O=C(CNS(=O)(=O)c1ccc2nsnc2c1)NCCc1ccccc1 | 5.8 |
| COc1ccc(NC(=S)NC(NC(C)=O)C(Cl)(Cl)Cl)cc1 (stereo unspecified) | 2.6 |
| C/C=C(\C)CN1CCCC(Nc2cccc(F)c2)C1 (stereo unspecified) | -8.5 |
| N#C/C(=N\Nc1ccccc1Cl)C(=O)c1ccccc1Cl | 6.5 |
| O=C(Nc1ccc(Cl)c(C(F)(F)F)c1)C(Cc1ccccc1)NS(=O)(=O)c1cccc2nsnc12 (stereo unspecified) | 7.5 |
| CCCCNC(=O)CCN1C(=O)c2cccc3cccc(c23)C1=O | 1.9 |
| Cn1cnnc1SCC(=O)Nc1ccc2nc(SCc3ccccc3Cl)sc2c1 | -1.2 |
| COc1ccc(NC(=O)C(Cc2ccccc2)n2cccc2)cc1OC (stereo unspecified) | 7.5 |
| O=C(O)C1C2C=CC(O2)C1C(=O)Nc1nc2ccccc2s1 (stereo unspecified) | -1.4 |
| COC(=O)c1ccc(-c2nc(-c3ccccc3)no2)cc1 | 0.0 |
| CC1(C)CC(=O)c2c(oc3ccccc3c2=O)C1 | -3.0 |
| Cc1oc2ccc(O)cc2c1C(=O)Nc1cc(Cl)ccc1Cl | -2.5 |
| COc1ccccc1CNC(=O)CCC(=O)N1Cc2ccccc2Oc2ncccc21 | -0.3 |
| CCc1nn(CC(=O)N2CCN(c3cccc(C(F)(F)F)c3)CC2)c(=O)c2cc3occc3n12 | 11.8 |
| Cc1ccc(Oc2ncccc2CNC(=O)Cc2ccccn2)c(F)c1F | -0.6 |
| COCC1CCCN(C2CCN(c3ccc(NC(=O)CCCCc4ccccc4)cc3)CC2)C1 (stereo unspecified) | 5.6 |
| CCS(=O)(=O)N1CCC(C(=O)NCc2ccc(Cl)cc2Cl)CC1 | 11.9 |
| CCCNS(=O)(=O)c1ccc(OC)c(C(N)=O)c1 | 7.0 |
| Cc1ccc(-n2nc3ccc(NC(=O)COc4ccccc4)cc3n2)cc1Cl | 15.9 |
| COc1cc(OC)c(OC)cc1CN1CCc2nc(N3CCN(c4ccccc4F)CC3)ncc2C1 | -2.8 |
| COc1ccc(/C=C2\C(=O)NN(c3cccc(C(F)(F)F)c3)C2=O)cc1OC | 1.2 |
| CCc1nn2c(C)c(C)c(C)nc2c1C | 1.9 |
| Cc1nc(=O)c(-c2ccccc2)c(C)n1-c1cc(C(C)(C)C)c(O)c(C(C)(C)C)c1 | 3.0 |
| CNC(=O)CCCN1C(=O)CCn2nc(-c3cn(C)c4ccccc34)cc21 | -13.3 |
| O=S1(=O)CC2OC3CS(=O)(=O)CC3OC2C1 (stereo unspecified) | -1.6 |
| COc1cc(C)ccc1OCc1nc(C(=O)N2CC[C@@H]3CCCC[C@H]3C2)co1 | -5.5 |
| Cc1ccc(C(c2ccccc2)c2c(C)[nH]c3ccccc23)s1 (stereo unspecified) | -6.4 |
| COC1CCN(C(=O)c2cn(C3CCCCC3)nn2)CC1 | 1.0 |
| COc1ccc(Cn2c(CCC(=O)Nc3ccccc3OC)nc3cccnc32)cc1 | 5.8 |
| COc1ccccc1NC(=S)NC(=O)CCc1ccccc1 | -10.2 |
| Cc1ccc(NC(=O)C23CCC(C2)C(C)(C)C3=O)c(C)c1 (stereo unspecified) | 7.6 |
| CCC(C)(C)C1CCC(NC(=O)c2c(C)noc2C)CC1 (stereo unspecified) | 6.7 |
| CN(C)c1ccc(N2Cc3ccccc3C2)cc1 | -18.9 |
| Cc1ccc(/C=C2/C(=O)ON=C2c2ccccc2)c(C)c1 | 5.0 |
| O=C(CCc1nnc(CCCCc2ccccc2)o1)NCCN1CCOC1=O | -2.1 |
| CCC(=O)Nc1nnc(S(=O)(=O)N(C)Cc2ccc(Cl)cc2)s1 | -0.3 |
| O=C(CSc1nnc2c3ccccc3n(CCc3ccccc3)c2n1)Nc1ccc(OC(F)(F)F)cc1 | -5.3 |
| Cc1ccc(NC(=O)CSc2ncc(S(=O)(=O)c3ccc(C(C)C)cc3)c(=O)[nH]2)cc1C | -1.2 |
| C=CCc1cc(C)ccc1OCC(O)CN1CCCCC1 (stereo unspecified) | -5.4 |
| O=c1c(Br)c[nH]c2cccnc12 | 7.8 |

Further results follow:
| mol | RBX1-CUL1 inh |
| --- | --- |
| COCn1c2c(c3ccccc31)/C(=N\O)CCC21SCCS1 | -2.3 |
| COc1ccc2oc(-c3ccc(C)c(NC(=O)c4ccc(N5CCCCC5)c([N+](=O)[O-])c4)c3)nc2c1 | -5.3 |
| CCCNC(=O)CSC1=N/C(=C\c2ccc(OC)c(CN3CCOCC3)c2)C(=O)N1CC | -2.4 |
| CCOc1ccc(OCCOCCn2c(-c3ccc(Cl)cc3)nc3ccccc3c2=O)cc1 | 7.1 |
| COc1cccc2c1Oc1ncccc1N(C(=O)CCC(=O)NCc1ccc(OC(C)C)cc1)C2 | 10.6 |
| O=C1C(=Nc2ccc(I)cc2)C(Cl)C(=O)N1Cc1ccccc1 (stereo unspecified) | -1.4 |
| COc1ccc(/C=c2\sc3nc(-c4cccnc4)nn3c2=O)cc1OC | 6.2 |
| CN(C(=O)c1oc(=O)c2ccccc2c1-c1ccccc1)c1cccc(Cl)c1 | -9.1 |
| Cc1ccc(C2=NC(C(F)(F)F)(C(F)(F)F)C3C(=O)NC(=O)N(c4ccc(F)cc4)C3=N2)cc1 (stereo unspecified) | 0.8 |
| O=C(c1noc2c1CCCCC2)N1CCN(c2cccc(Cl)c2)CC1 | 12.5 |
| Cc1nn(-c2ccccc2)c(Cl)c1/C=C/c1ccc2cccc(O)c2n1 | 5.3 |
| Cc1cccc(C(=O)Nc2ccc(C(=O)NNC(=O)COc3cc(C)ccc3C)cc2)c1 | -0.2 |
| CCCCN(CC)CCNc1ncnc2onc(-c3ccc(Cl)cc3)c12 | -7.8 |
| c1ccc(-c2cc3sc4ccccc4c3[nH]2)cc1 | 0.5 |
| O=C(OCC1CCCO1)c1ccc2c(c1)N(Cc1ccccc1F)C(=O)c1ccccc1S2(=O)=O (stereo unspecified) | 5.5 |
| COc1ccc(OC)c(Nc2ncc3c(n2)CCN(Cc2cc(OC)c(OC)c(OC)c2)C3)c1 | -3.3 |
| Cc1c(C)n(C)c2ccc(C(=O)NCCc3ccc(Cl)cc3)cc12 | 16.5 |
| O=C(CN1C(=O)C2C3C=CC(O3)C2C1=O)N1CCOCC1 (stereo unspecified) | 9.5 |
| O=C(O)c1ccccc1-c1nc2ccccc2n1-c1ccccc1 | -3.8 |
| O=C(c1ccc(-n2cccn2)cc1)N1CCOc2c(cc(-c3cccnc3)cc2OCCc2cccs2)C1 | 14.5 |

No new results follow: three of the compounds above.
| mol | RBX1-CUL1 inh |
| --- | --- |
| COCC1CCCN(C2CCN(c3ccc(NC(=O)CCCCc4ccccc4)cc3)CC2)C1 (stereo unspecified) | 5.6 |
| CCS(=O)(=O)N1CCC(C(=O)NCc2ccc(Cl)cc2Cl)CC1 | 11.9 |
| CCCNS(=O)(=O)c1ccc(OC)c(C(N)=O)c1 | 7.0 |

Remaining list, next part
smiles	RBX1-CUL1 inh
COc1ccc(/C=N/NC(=S)SCN2C(=O)c3ccccc3C2=O)cc1	-6.8
CCc1nn(CC(=O)NCCc2ccc(SC)cc2)c(=O)c2cc3sccc3n12	5.1
O=C(NCCCN1CCOCC1)c1cccc(F)c1	6.1
Cc1c(CC(=O)NCC(C)O)c2c(n1Cc1ccc(F)cc1)CCCC2=O (stereo unspecified)	2.4
Cc1nn(-c2ccccc2)c2sc(C(=O)Nc3cccc(O)c3)cc12	6.9
COc1ccc2c(c1)-c1nc(-n3ncc(C(=O)N4CCN(C5CCCC5)CC4)c3C3CC3)ncc1CC2	-14.4
COc1cc(Nc2nc3cc(C)ccc3nc2NS(=O)(=O)c2ccc(Cl)cc2)ccc1NC(=O)C(C)C	4.6
Cc1ccc(CNc2nc3c(S(=O)(=O)c4ccc(C)c(C)c4)nnn3c3ccc(Cl)cc23)cc1	0.0
CCNS(=O)(=O)c1cc(C(=O)NC(C)C)ccc1OC	7.4
O=C(c1cc(Cl)cc(Cl)c1)N1CCN(c2ncccn2)CC1	-4.1
CCc1ccc(-c2csc(NC(=O)c3ccco3)c2C(=O)OC)cc1	9.9
Cc1ccccc1-c1nnc(SCC(=O)N2CCCc3ccccc32)o1	-3.3
COc1ccc(OC)c(NC(=O)N2CCC(C(N)=O)(N3CCCCC3)CC2)c1	-2.0
CCN(C(=O)Cn1c(=O)n(CC2CCC(C(=O)NC)CC2)c(=O)c2sccc21)c1ccccc1 (stereo unspecified)	-5.5
COC(=O)C(NNc1ccccc1)(NC(=O)c1cccc(C)c1)C(F)(F)F (stereo unspecified)	-16.7
O=C(c1cccc2ccccc12)C1CCCN(C(=O)CCN2CCCO2)C1 (stereo unspecified)	6.5
C=CCSc1nnc(Cc2ccccc2)c(=O)[nH]1	7.0
COc1cccc(-c2nc3c(Cl)cccc3c(=O)o2)c1	3.7
COc1ccc(CNC2CCN(c3ccc(C(=O)NC(C)c4ccccc4)cc3)CC2)cc1 (stereo unspecified)	2.3
CSc1nnc2c(n1)OC1(CCCC1)Nc1ccccc1-2	0.4
Oc1ccccc1-c1n[nH]c(/C=C/c2ccccc2Cl)n1	-0.9
CCN1CCCC(Nc2ccc(C)c(C)c2)C1 (stereo unspecified)	4.6
Cn1c(=O)c2c(nc(Oc3ccc(Cl)cc3C3CCCCC3)n2Cc2cccc(Cl)c2)n(C)c1=O	-8.9
Cc1ccc(C(=O)NNC(=O)CSc2nnc(-c3cccc([N+](=O)[O-])c3)o2)cc1	3.6
Cc1ccc(C2NC(=O)c3c(sc4c3CCN(C)C4)N2)c(O)c1 (stereo unspecified)	1.3
Cc1ccc(N=C2C(=O)N(c3ccccc3N3C(=O)C(=Nc4ccc(C)c(Cl)c4)C(Cl)C3=O)C(=O)C2Cl)cc1Cl (stereo unspecified)	-10.0
O=C(CCC1(Cc2ccccc2)CCC(=O)N1)NC1CCCc2ccccc21 (stereo unspecified)	-0.1
CC(C)(C)c1ccc(C(=O)NC(=S)Nc2ccc(Br)cc2)cc1	-2.6
Cc1ccccc1CN1C(=O)c2ccccc2Sc2ccc(C(=O)NCCCN3CCOCC3)cc21	-1.0
CCc1cc2c(cc3c(=O)n(CC(=O)NCCc4ccccc4)ncn32)s1	-2.2
O=c1oc(Cc2ccccc2)nc2scc(-c3ccccc3)c12	-12.2
[O-][n+]1cc2sccc2c2ccsc21	-0.1
CCOc1ccc(CCNC(=O)c2nn(-c3ccc(OC)cc3)c(=O)c3c2c2ccccc2n3C)cc1OCC	0.5
COCCN1CCCC2(CCN(C3CCN(c4ccc(OC)cc4)CC3)C2)C1 (stereo unspecified)	5.5
COC(=O)c1c(NC(=O)COc2ccccc2Cl)sc2c1CCCC2	5.5
Cc1[nH]c(-c2ccccc2)nc(=S)c1C(=O)O	-1.3
Cc1cccc(NC(=S)NN2CCN(C)CC2)c1	8.4
CC1=C(C(=O)Nc2ccccc2)C(c2cccs2)N2C(=O)CSC2=N1 (stereo unspecified)	5.2
CC(=O)N1CCN(C(=O)CC2(c3ccccc3C)CC(=O)N(Cc3cccnc3)C2=O)CC1 (stereo unspecified)	-2.3
CCOc1ccc(N(C(C)C(=O)NN=C2CCCCCCC2)S(C)(=O)=O)cc1 (stereo unspecified)	-5.5
C/C(=N\NC(=O)c1csc2ccccc12)c1ccc(-n2ccnc2)cc1	-12.8
N=C1CC=CC1c1nc2ccccc2[nH]1 (stereo unspecified)	-6.5
COc1cccc(C2C(C(=O)Nc3cccnc3)C(C)=Nc3nc(-c4cccs4)nn32)c1 (stereo unspecified)	-0.9
CCc1ccc(NC(=O)Cn2c(=O)n(CCCCC(=O)NCCc3ccccc3)c(=O)c3ccccc32)cc1	-2.1
CCOC(=O)CC1CCCCN1C(=O)c1coc(CN2CCc3ccccc3C2)n1 (stereo unspecified)	-4.1
S=C(N/N=C1\C2CN3CCN(C2)CC1(c1ccccc1)C3)Nc1ccccc1	-0.5
CCc1ccc(-c2nn(CC(=O)NC3CCCCC3)c3c2cnc2ccc(OC)cc23)cc1	-5.8

An excerpt; rates above refer to the full screens.
